# CRFBP-R2 block: antagonists of CRF-binding protein/CRF-R2 receptor complex; HEK293 CRF-R2/CRF-BP, CRF-induced calcium fluorescence; actives 0.59% (n = 350,000); inhibition, % at 11.8 µM;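 active = inhibition of the ligand-induced calcium signal above about 50% at the single tested concentration, limit read from the data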
# M5 PAM: potentiates acetylcholine response at human M5 receptor; P08912; AID 624038; activation, % at 3 µM; actives 0.3% (n = 360,000); CHO-K1 hM5, Fluo-8 calcium, ACh EC20 PAM; 0% = ACh EC20, 100% = ACh EC100;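 active = activation above the run cutoff, the mean activation of all test compounds plus 3 SD, cut at about 18% in these data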
# Target sequence (P08912 whole entry, looked up): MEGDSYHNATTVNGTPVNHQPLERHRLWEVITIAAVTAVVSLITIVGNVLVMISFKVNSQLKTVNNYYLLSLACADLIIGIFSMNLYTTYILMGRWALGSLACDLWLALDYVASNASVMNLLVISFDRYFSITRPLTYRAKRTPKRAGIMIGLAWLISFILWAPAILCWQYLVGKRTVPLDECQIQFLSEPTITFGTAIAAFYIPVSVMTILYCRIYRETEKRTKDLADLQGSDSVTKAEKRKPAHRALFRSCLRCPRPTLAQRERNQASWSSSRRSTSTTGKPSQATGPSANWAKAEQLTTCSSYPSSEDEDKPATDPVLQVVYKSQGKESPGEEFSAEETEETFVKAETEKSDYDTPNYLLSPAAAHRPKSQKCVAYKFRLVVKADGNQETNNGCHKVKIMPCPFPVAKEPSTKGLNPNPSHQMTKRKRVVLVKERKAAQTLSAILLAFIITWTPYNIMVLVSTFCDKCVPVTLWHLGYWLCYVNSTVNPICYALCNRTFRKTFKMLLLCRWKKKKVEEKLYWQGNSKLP
#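 Probe or stimulus: acetylcholine, EC20 level; Assay system: human M5 receptor in CHO-K1 cells; Schedule: compound preincubation 140 s before EC20 acetylcholine addition; Technique: intracellular calcium via Fluo-8 fluorescence; Dosing: single-point, 3 µM nominal; Read-out basis: percent activation from peak-over-basal fluorescence ratio, scaled EC20-to-EC100 acetylcholine; Repeats: one well per compound, no replicates.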
# CHRM4 antagonist: antagonists of human muscarinic M4 receptor (CHRM4). CHO-hM4 cells, ACh EC80, Fluo-8 calcium fluorescence. actives 0.73% (n = 360,000). inhibition, % at 3 µM;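 active = inhibition above its plate's cutoff, the mean inhibition of sample wells plus 3 SD, cut at about 27% in these data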;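 also: 0% = acetylcholine EC80 with DMSO and 100% = DMSO without agonist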
# CRFBP-R2 agonist: CRF-BP/CRF-R2 complex agonism; actives 0.46% (n = 350,000); activation, % at 13.2 µM; HEK293 CRF-R2/CRF-BP, calcium dye fluorescence (FLIPR); percent of saturating CRF peptide response;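 active = activation of at least 50%, plus an integration ratio under a set limit after plate pattern correction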;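 also: plate controls were neutral control wells without compound for no effect and CRF at EC100 for full effect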
# CHRM5 antagonist: blocks acetylcholine activation of human M5 receptor; CHO-hM5 cells, Fluo-8 calcium fluorescence, ACh EC80; inhibition, % at 3 µM; actives 0.59% (n = 360,000); AID 624040;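 active = inhibition above a per-plate cutoff, the mean of that plate's test compounds plus 3 SD, cut at about 27% in these data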;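 also: 0% = acetylcholine EC80 with DMSO and 100% = DMSO without agonist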
# M4 PAM: CHRM4 positive allosteric modulation; CHO-K1 hM4/Gqi5, Fluo-8 calcium fluorescence, ACh EC20; 0% = ACh EC20, 100% = maximal ACh; activation, % at 3 µM; actives 0.4% (n = 360,000); AID 624126;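 active = activation above its plate's cutoff, the mean activation of sample wells plus 3 SD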; also: some results filed as inactive read as strong as hits
# M4 ag: CHRM4 agonism in calcium assay. P08173. CHO-K1 hM4/Gqi5, Fluo-8 calcium fluorescence; vehicle 0%, full acetylcholine response 100%. activation, % at 3 µM. actives 0.14% (n = 360,000). AID 624127;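 active = activation above the run mean over all test wells plus 3 SD, cut at about 32% in these data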;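 also: peak over basal fluorescence ratio per well then scaled between controls; 0% = DMSO wells and 100% = acetylcholine at EC100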
# CHRM1 PAM: positive allosteric modulators of human M1 muscarinic receptor; AID 588819; CHO-K1 hM1, Fluo-8 calcium fluorescence, ACh EC20; 0% = ACh EC20, 100% = maximal ACh; activation, % at 3 µM; actives 0.088% (n = 360,000); in the data active = activation above about 19%, passing the limit was not always enough
# Target sequence (P11229 whole entry, looked up): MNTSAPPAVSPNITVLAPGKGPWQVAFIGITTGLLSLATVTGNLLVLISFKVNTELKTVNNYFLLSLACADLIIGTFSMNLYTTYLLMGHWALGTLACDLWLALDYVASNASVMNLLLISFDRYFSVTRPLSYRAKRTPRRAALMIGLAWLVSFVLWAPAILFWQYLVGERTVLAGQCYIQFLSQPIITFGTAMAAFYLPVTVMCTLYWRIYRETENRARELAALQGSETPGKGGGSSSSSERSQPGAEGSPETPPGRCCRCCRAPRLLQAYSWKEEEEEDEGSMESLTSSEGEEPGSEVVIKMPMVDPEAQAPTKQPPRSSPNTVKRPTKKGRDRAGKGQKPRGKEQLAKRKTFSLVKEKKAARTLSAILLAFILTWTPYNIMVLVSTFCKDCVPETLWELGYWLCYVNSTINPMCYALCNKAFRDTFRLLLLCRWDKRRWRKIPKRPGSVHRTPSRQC
# CHRM5 agonist: CHRM5 agonism in calcium assay. actives 0.19% (n = 360,000). CHO-K1 hM5 cells, Fluo-8 calcium fluorescence; 0% DMSO wells, 100% maximal acetylcholine response. activation, % at 3 µM. P08912;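 active = activation above the run's mean over test compounds plus 3 SD, cut at about 23% in these data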;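 also: signal is peak over basal fluorescence ratio across the kinetic read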
# * hit, by the source's call; · = no result given.
structure	CRFBP-R2 block	M5 PAM	CHRM4 antagonist	CRFBP-R2 agonist	CHRM5 antagonist	M4 PAM	M4 ag	CHRM1 PAM	CHRM5 agonist
Cc1cccc(C)c1Nc1nnc(SCC(=O)Nc2sccc2C#N)s1	-24	0	-5	3.4	-5	0	4	9	1
COC(=O)[C@@]12CCCCN1[C@H](c1ccc(-c3ccc(OC)cc3)c(OC)c1)[C@@H]1C(=O)N(C)C(=O)[C@@H]12	-8	8	0	2.3	1	8	1	12	4
CCCCOC(=O)Nc1ccc(C(N)=O)cc1	-1	-2	1	-1.0	1	-1	0	-4	2
O=C(N/N=C\c1cccnc1)C1c2ccccc2Oc2ccccc21	-3	-11	-14	-0.7	0	1	3	-3	1
CO[C@@H]1CN(C)C(=O)c2cc(NC(=O)NC3CCCCC3)ccc2OC[C@@H](C)N(CC2CCOCC2)C[C@@H]1C	·	-2	15	·	4	-8	-1	·	-3
COc1cc(/C=C/C(=O)C2C(=O)C=C(C)OC2=O)cc(OC)c1O (stereo unspecified)	1	-3	-4	-0.6	3	-2	1	9	4
CC(C)C(=O)Nc1cccc(NC(=S)NC(=O)c2ccc([N+](=O)[O-])cc2)c1	22	-11	7	3.0	8	-6	4	1	-1
C(=C\c1ccccc1)/CN1CCN(C(c2nnnn2-c2ccc3c(c2)OCCO3)C2CC2)CC1 (stereo unspecified)	·	-20	-15	·	26	-9	12	-14	-5
CCc1cccc(NC(=O)CCNS(=O)(=O)c2ccc3[nH]c(=O)oc3c2)c1	-14	-5	3	1.5	12	-2	-1	-1	-1
CSc1cccc(NC(=O)c2sc3nc4n(c(=O)c3c2C)CCC4)c1	41	-2	4	-0.9	17	-3	7	1	1
CCOC(=O)CCCc1sc(N)nc1-c1[nH]c(=O)[nH]c1C	-19	-3	8	5.8	8	-3	0	1	1
Cn1c(C(=O)O)c(CC(=O)NCC2COc3ccccc3O2)c2ccccc21 (stereo unspecified)	2	15	4	1.4	-3	-2	0	0	-2
Cc1ccc2[nH]c(=O)c(CN(CCc3ccccc3)C(=O)N3CCOCC3)cc2c1	-21	3	-1	-0.8	-1	2	1	11	0
CCOC(=O)C(NC(=O)Nc1ccc(O)cc1)(c1ccccc1)C(F)(F)F (stereo unspecified)	17	1	3	-0.9	-2	2	1	15	1
Cc1cc(Cl)ccc1OCC(=O)N1CCN(c2ncccn2)CC1	-9	-3	-2	0.3	10	0	3	4	-1

# Next entries follow.
structure	CRFBP-R2 block	M5 PAM	CHRM4 antagonist	CRFBP-R2 agonist	CHRM5 antagonist	M4 PAM	M4 ag	CHRM1 PAM	CHRM5 agonist
COc1ccc(CCNc2nc(N3CCCCC3)nc(N3CCCCC3)n2)cc1OC	74*	-11	8	0.2	-5	-7	-1	-11	-10
O=Cc1ccc(OCc2ccc3ccccc3c2)cc1	-8	-2	-12	2.3	11	8	1	1	-3
O=C(CNC(=O)c1ccc2ccccc2c1)NCc1ccccc1F	4	-3	25	0.4	9	-4	0	0	-4
CCOC(=O)C1=C(CN2CCN(c3ccc(F)cc3)CC2)NC(=O)NC1c1cccs1 (stereo unspecified)	0	-35	8	-0.9	13	-15	6	-11	-8
COc1ccc(NC(=O)c2cncc(Br)c2)cc1S(N)(=O)=O	0	4	4	1.9	10	-8	1	6	-2
COc1cc(OC)c2c(=O)c(OC)c(-c3ccc(OC)c(OC)c3)oc2c1	9	2	-17	-1.6	-2	0	1	2	1
CC(=O)N1CCc2cc(S(=O)(=O)CCC(=O)Nc3ccc(Cl)cc3F)ccc21	-10	-2	3	-0.9	8	0	2	-2	-3
O=C(CN1CCN(c2ncccn2)CC1)N1CCCc2c1c(=O)oc1ccc(O)cc21	13	-5	-1	-1.9	4	-4	0	-15	0
CC(C)C(NC(=O)c1c(F)cccc1F)C(=O)N1CCN(S(=O)(=O)/C=C/c2ccccc2)CC1 (stereo unspecified)	-4	-8	-1	0.6	3	0	2	0	-3
O=C(N/N=C/c1ccc[nH]1)c1ccncc1	18	4	1	0.1	-11	3	1	13	0
COc1ccc(OCC(=O)Nc2ccc(S(=O)(=O)Nc3cc(C)nc(C)n3)cc2)cc1	0	-3	3	8.2	3	-7	0	0	-2
Cc1ccc(NC(=O)CSc2n[nH]c(N)n2)cc1S(=O)(=O)N1CCOCC1	25	8	4	-3.8	1	4	1	-6	1
O=C(Nc1ccc(F)cc1)c1sccc1SCc1cccc(C(F)(F)F)c1	-5	-8	5	14	2	-9	2	-10	-4
Cc1cc(=O)oc2c(C)c(OCC(=O)N3CCN(C(=O)C4COc5ccccc5O4)CC3)ccc12 (stereo unspecified)	-2	-2	2	0.5	-8	-6	19	6	6
CCCCNC(=O)c1ccc2nc(CC)c(N(C)Cc3ccc(OC)cc3)n2c1	·	-6	-9	·	0	-1	3	-10	-2

# Next entries follow.
structure	CRFBP-R2 block	M5 PAM	CHRM4 antagonist	CRFBP-R2 agonist	CHRM5 antagonist	M4 PAM	M4 ag	CHRM1 PAM	CHRM5 agonist
Cc1ccc(C(=O)O)cc1S(=O)(=O)N1CCC(C(=O)O)CC1	1	-1	3	-2.4	-7	14	1	-2	-2
Cc1c(C(=O)OCC(=O)NC(=O)NC2CCCCC2)cccc1[N+](=O)[O-]	-29	5	-1	-1.5	9	-2	1	2	0
COc1ccc(OC)c(-c2cc(C(=O)NCc3cccs3)no2)c1	13	1	-3	1.0	-2	-1	-2	-1	-4
CCOc1ccccc1-c1nc(CN(Cc2cnn(C)c2)C(C)C)c(C)o1	-4	3	7	1.6	3	-5	0	8	-4
CCOC(=O)C(NC(C)=O)C(OC(C)=O)c1cccc([N+](=O)[O-])c1 (stereo unspecified)	-6	9	0	1.9	-3	0	0	6	1
O=C(/C=C/c1ccc([N+](=O)[O-])cc1)NCc1ccco1	-4	-4	-6	-1.0	7	14	1	-2	-4
COc1ccccc1NC(=O)C(=O)N(c1cccnc1)C(C(=O)NC(C)(C)C)c1ccccc1F (stereo unspecified)	-21	-2	0	0.5	7	0	4	9	-2
CCCCCOc1ccc(NC2=CC(=O)CCC2)cc1	-20	-17	1	0.4	15	-5	-1	-7	-8
CCC(C(=O)Nc1c[nH]c(=O)[nH]c1=O)c1ccccc1 (stereo unspecified)	-2	-1	2	1.4	-7	8	1	8	0
Brc1ccc(-n2c(SCc3nc4ccccc4[nH]3)nnc2-c2ccncc2)cc1	1	-3	2	0.9	-4	-2	2	6	-6
CC(C)C(NS(=O)(=O)c1ccc2c(c1)Cc1cc(S(=O)(=O)NC(C(=O)O)C(C)C)ccc1-2)C(=O)O (stereo unspecified)	3	0	-6	-0.3	3	0	0	4	4
Cc1ccc(NC(=O)Cc2ccc3c(c2)OCCO3)cc1S(=O)(=O)N1CCCCC1	5	-8	3	6.5	8	-22	10	-2	0
O=C(CN1C(=O)COc2ccccc21)N1CCOCC1	2	-1	-7	0.5	3	4	2	4	-4
O=[N+]([O-])c1ccc(NN=C2CC3CCC2C3)c([N+](=O)[O-])c1 (stereo unspecified)	·	-15	-8	·	9	5	7	-23	7
CC1=C/C(=N\OS(=O)(=O)c2ccccc2)C(C)=CC1=O	-89	-26	70*	69*	66*	-16	18	-11	44*

# In another format: entries from further up.
# Every second line gives: CRFBP-R2 block, M5 PAM, CHRM4 antagonist, CRFBP-R2 agonist, CHRM5 antagonist, M4 PAM, M4 ag, CHRM1 PAM, CHRM5 agonist
CCCCCOc1ccc(NC2=CC(=O)CCC2)cc1
 : -20, -17, 1, 0.4, 15, -5, -1, -7, -8
CCC(C(=O)Nc1c[nH]c(=O)[nH]c1=O)c1ccccc1 (stereo unspecified)
 : -2, -1, 2, 1.4, -7, 8, 1, 8, 0

# Going on with the list.
structure	CRFBP-R2 block	M5 PAM	CHRM4 antagonist	CRFBP-R2 agonist	CHRM5 antagonist	M4 PAM	M4 ag	CHRM1 PAM	CHRM5 agonist
O=C(COC(=O)c1ccc(F)cc1Cl)NC1CCCCCCC1	-5	6	-27	2.7	-10	5	4	-1	-8
C=CCc1cc(C)ccc1OCCOCCC(C(=O)OCC)C(=O)OCC	16	4	2	-2.3	3	2	-1	2	-1
COCCn1c(-c2ccc(Br)cc2)csc1=Nc1cccnc1	40	-3	-7	-3.3	16	-9	11	-1	-3
C[C@@H]1CN([C@@H](C)CO)C(=O)CCCn2nncc2CO[C@H]1CN(C)C(=O)Nc1ccc(-c2cccs2)cc1	7	-1	-5	-0.2	5	0	0	-2	-2
C/C(=N\NC(=O)c1cccc(S(=O)(=O)N2CCCC2)c1)c1ccc(F)cc1	-5	-10	6	-2.0	6	9	3	1	-1
CCOC(=O)C1(CCCc2ccccc2)CCN(Cc2nccn2CC)CC1	-11	-9	26	-0.3	10	-18	7	-29	-7
O=C(NCSc1ccnc(SCNC(=O)c2ccc(F)cc2)n1)c1ccc(F)cc1	-9	-5	-1	-2.4	-2	-1	1	6	2
O=C(NCc1ccncc1)[C@@H]1CCCN1C(=O)[C@@H]1CCCN1C(=O)c1ccccc1	·	0	-8	·	-3	7	0	·	1
CCCNC(=O)c1cccc(Cn2cc(Br)c([N+](=O)[O-])n2)c1	5	-4	7	0.7	-1	0	1	7	-1
O=S(=O)(c1cccc2ccccc12)N1CCC2CC1c1cc(Cl)ccc12 (stereo unspecified)	2	-4	1	0.0	-2	-5	-2	2	-2
Cc1ccc(CNC(=O)CN2C(=O)NC3(CC(C)CC(C)(C)C3)C2=O)cc1 (stereo unspecified)	-8	12	-3	-0.6	-6	11	2	13	-2
NS(=O)(=O)c1cccc(NC(=S)NC(=O)c2cccc([N+](=O)[O-])c2)c1	-9	-3	-3	-3.7	6	-1	4	9	0
COc1ccc(NC(=O)COc2ccc3c(c2)CCC3)cc1S(N)(=O)=O	-11	-2	-7	-1.2	11	3	5	-2	4
O=C(Nc1ccccc1N1CCCCC1)C1CC(=O)N(c2ccccc2F)C1 (stereo unspecified)	-4	0	-2	2.8	13	6	1	14	2
CCCc1ccc(C(=O)COC(=O)CN2C(=O)NC3(CCCCC3C)C2=O)cc1 (stereo unspecified)	4	-2	-1	-3.8	5	6	9	4	3

# The results go on.
structure	CRFBP-R2 block	M5 PAM	CHRM4 antagonist	CRFBP-R2 agonist	CHRM5 antagonist	M4 PAM	M4 ag	CHRM1 PAM	CHRM5 agonist
Cc1ccc(NS(=O)(=O)c2ccc(C)c(NC(=O)c3ccc(S(=O)(=O)N4CCCCCC4)cc3)c2)c(C)c1	-14	-1	1	0.1	-3	0	3	-2	0
O=C(CCN1C(=O)c2ccccc2S1(=O)=O)NCc1ccccc1Cl	5	5	-8	-0.1	5	3	3	2	-2
CC(C)[C@H](NC(=O)c1ccco1)C(=O)Nc1ccc(OC(F)F)cc1	1	-2	8	-0.8	7	-6	1	3	-2
CCN1CCN(C(=O)C2CCC(=O)N(Cc3cccc(C(F)(F)F)c3)C2)CC1 (stereo unspecified)	-5	6	5	4.3	-4	-5	0	-2	1
O=C(CSc1nnc(COc2ccc(Cl)cc2)o1)N1CCCC1	8	4	-21	0.1	-4	4	2	1	2
Cn1c(SCC(=O)N2CCOCC2)nnc1-c1cccc(NC(=O)c2ccccc2F)c1	5	5	0	2.2	-6	-6	3	-4	0
COCCn1c(-c2ccccc2Cl)nc2c(c(=O)c3ccccc3n2C)c1=O	4	0	-1	0.0	-1	-1	0	6	-2
COc1cccc(CN(C)S(=O)(=O)c2ccc3c(c2)OCCO3)c1	13	-3	4	-0.4	8	-3	5	1	-1
O=C(NCCC(=O)N1CCNC1=O)OCc1ccccc1	-4	3	2	-2.5	-5	1	-1	8	1

# This is a random part of the collection. About 2.6% of those tested had a hit in this group.
